ABHD4 inh – ABHD4 inhibitors, primary screen, biochemical, fluorescence polarization, mouse; purified mABHD4, FP-Rh probe fluorescence polarization; 370,000 compounds, 0.54% hits; inhibition, % at 8.92 µM; AID 720543, 2013;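 active means inhibition exceeding the mean over every tested compound plus 3 SD, cut at about 30% in these data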;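 further: 0% = plate median of compound wells and 100% = S159A mutant with DMSO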
Target sequence (Q8VD66 whole entry, looked up): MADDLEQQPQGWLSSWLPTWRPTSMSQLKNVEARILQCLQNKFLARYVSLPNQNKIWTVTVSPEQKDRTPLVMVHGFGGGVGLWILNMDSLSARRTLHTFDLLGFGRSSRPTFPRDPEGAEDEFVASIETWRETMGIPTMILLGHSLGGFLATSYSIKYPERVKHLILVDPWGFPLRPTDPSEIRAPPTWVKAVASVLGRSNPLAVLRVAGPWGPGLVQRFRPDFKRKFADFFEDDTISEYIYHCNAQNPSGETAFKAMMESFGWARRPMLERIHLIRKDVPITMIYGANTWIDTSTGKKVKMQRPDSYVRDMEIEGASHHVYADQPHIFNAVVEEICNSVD
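Assay system: mouse ABHD4 enzyme, wild type / Also added: fluorescent activity-based probe FP-Rh / Doses: single nominal dose of 8.92 µM, 0.89% DMSO final / Timing: 45 min compound pre-incubation plus 60 min probe step, 25 °C / Signal: FP readout, ex 525 nm / em 598 nm / Control set: S159A mutant/DMSO as 100%, compound-well median as 0%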
SIAE inh – human SIAE inhibitors, primary screen, biochemical, fluorescence polarization, FP-Rh probe, 1536-well HTS. Sialate O-acetylesterase (Homo sapiens), Q9HAT2. inhibition, % at 9.66 µM. AID 1053197, 2014. 370,000 compounds, 0.69% hits. SIAE FP-Rh probe binding;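 active means inhibition above a cutoff: mean of compounds within the control limits plus 3 SD of those, cut at about 17% in these data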;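 further: 0% = plate median of compound wells and 100% = probe without SIAE protein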
TDP2 absorb – human TDP2 enzyme inhibitors, primary screen, biochemical, epi absorbance, recombinant enzyme | Tyrosyl-DNA phosphodiesterase 2 (Homo sapiens), O95551 | T5PNP hydrolysis, p-nitrophenol absorbance 415 nm | inhibition, % at 12.8 µM | 370,000 compounds, 0.34% hits | AID 720702, 2013;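 active means inhibition above the mean of all tested compounds plus 3 SD, set per campaign, cut at about 25% in these data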;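 further: 0% = DMSO with enzyme and 100% = buffer with substrate but no TDP2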
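System – recombinant human TDP2 · Quantity – TDP2 enzyme at 120 nM final · Doses – single concentration, 12.8 µM nominal, with 1% DMSO · Incubation – 2 h at 37 °C · Measured by – epi absorbance of p-nitrophenol freed from T5PNP by hydrolysis · Read-out – % inhibition relative to enzyme-containing and enzyme-free wells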
rCAG binder – binders of r(CAG) RNA repeats, primary screen, biochemical, fluorescence. r(CAG) RNA repeat, TO-PRO-1 dye displacement fluorescence. inhibition, % at 3 µM. 370,000 compounds, 1.3% hits. AID 651821, 2012;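 active means inhibition above the plate cutoff, the mean of all test compounds on that plate plus 3 SD, cut at about 35% in these data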;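 further: 0% = DMSO alone and 100% = 100 µM mitoxantrone as full dye displacement; higher means more dye released from RNA so lower well fluorescence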
PRMT1 inh – PRMT1 methyltransferase inhibitors, primary screen, biochemical, fluorescence polarization. recombinant PRMT1, activity-based probe fluorescence polarization. inhibition, % at 2.79 µM. 370,000 compounds, 1.3% hits. AID 652257, 2013;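 active means inhibition above about 21% made by adding two undisclosed values, limit read from the data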
TCR CD3 inh – inhibitors of human TCR-CD3 interaction, primary screen, biochemical, fluorescence, TAMRA-labeled TCR probe | 360,000 compounds, 0.37% hits | T-cell receptor (TCR) | AID 651800, 2012 | inhibition, % at 9.4 µM; in the data active means inhibition above about 19%;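 further: recombinant mutant TCR 2C K166C tagged with TAMRA read by polarization; 0% = receptor in buffer alone and 100% = receptor with positive control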
NR1D1 modulator – modulators of Rev-erb alpha DNA binding, primary screen, biochemical, FITC-DNA, fluorescence polarization, uHTS; Nuclear receptor subfamily 1 group D member 1 (Homo sapiens), P20393; Rev-erbα–FITC-DNA binding, 90 min; activity, % at 10 µM; 370,000 compounds, 0.79% hits;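 active means activity above about 14%, limit read from the data; passing the limit was not always enough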;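 further: 0% = DMSO wells with 35 nM protein and 100% = DMSO wells with 750 nM protein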
HTRA1 inhibitor – HTRA1 serine protease inhibitors, primary screen, biochemical, fluorescence polarization, HTS | 340,000 compounds, 0.5% hits | recombinant HTRA1, FP-rhodamine activity-based probe | AID 504803, 2011 | Q92743 | inhibition, % at 5.96 µM; in the data active means inhibition above about 36%;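 further: 0% = enzyme with DMSO and 100% = wells lacking enzyme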
Target sequence (Q92743 whole entry, looked up): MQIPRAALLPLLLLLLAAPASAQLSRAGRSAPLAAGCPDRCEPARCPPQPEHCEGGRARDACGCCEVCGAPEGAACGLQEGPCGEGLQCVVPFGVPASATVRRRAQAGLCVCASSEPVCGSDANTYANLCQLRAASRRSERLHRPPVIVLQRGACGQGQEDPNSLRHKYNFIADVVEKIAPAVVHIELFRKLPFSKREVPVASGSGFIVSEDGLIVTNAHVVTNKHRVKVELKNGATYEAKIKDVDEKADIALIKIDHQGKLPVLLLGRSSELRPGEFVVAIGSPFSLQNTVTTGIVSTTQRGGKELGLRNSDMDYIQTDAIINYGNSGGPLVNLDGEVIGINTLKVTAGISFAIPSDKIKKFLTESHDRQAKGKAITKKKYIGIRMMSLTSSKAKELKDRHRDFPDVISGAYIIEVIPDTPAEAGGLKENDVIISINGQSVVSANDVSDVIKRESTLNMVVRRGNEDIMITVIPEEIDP
PG9 binder – binders of HIV-1 gp120 antibody PG9, primary screen, biochemical, TR-FRET | HIV-1 gp120 / PG9 antibody interaction | TR-FRET gp120-PG9 antibody binding | inhibition, % at 6.7 µM | 360,000 compounds, 0.43% hits | AID 624416, 2012; in the data active means inhibition above about 8.5%
LEDGF integ inh – blockers of LEDGF/p75-dependent integrase strand transfer – biochemical, TR-FRET, high throughput, primary screen; HIV-1 integrase (with human LEDGF/p75); TR-FRET IN-LEDGF/p75 DNA integration, Eu/Cy5; inhibition, % at 3.7 µM; 370,000 compounds, 0.64% hits;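 active means inhibition above the screen-wide mean plus 3 SD, cut at about 13% in these data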;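 further: signal is the Cy5 over europium emission ratio at 671 and 618 nm; 0% = plate median of compound wells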
* hit, by the source's call; / = not tested or not shown.

1. O=C(OCc1ccccc1)N1CCC2CC1c1cc(N3CCN(S(=O)(=O)c4cccc5ccccc45)CC3)ccc12 (stereo unspecified)
2. CC1CCN(C(=O)COc2ccc(Nc3ccccc3)cc2)CC1
3. Cc1ccc(-c2[nH]ncc2/C=N/n2c(C)nc3ccccc3c2=O)cc1
4. O=C(O)/C(=C\c1ccccc1OC(F)F)Sc1nnc(-c2ccc(F)cc2)o1
5. O=C(OCc1ccccc1)N1CCC2CC1c1cc(-c3ccccc3)ccc12 (stereo unspecified)
6. CCCCCCCCNC(=O)c1ccc(C)cc1
Screen / compound no.	1	2	3	4	5	6
ABHD4 inh	3	11	0	-3	-4	-3
SIAE inh	2	2	-10	-7	-1	3
TDP2 absorb	0	-9	11	-8	-5	-11
rCAG binder	2	-2	0	8	5	-6
PRMT1 inh	-2	3	-3	9	1	3
TCR CD3 inh	-3	-1	2	-1	10	-1
NR1D1 modulator	-10	0	-5	0	-3	0
HTRA1 inhibitor	/	10	-5	-7	-17	/
PG9 binder	1.0	-1.0	-0.5	-3.6	-0.8	-0.4
LEDGF integ inh	2	-2	0	2	1	1

7. O=C(O)C1Cc2[nH]cnc2C(c2cccc([N+](=O)[O-])c2)N1 (stereo unspecified)
8. CC1(C)NC(=O)N(CC(=O)OCC(=O)N2CCN(S(=O)(=O)c3ccccc3)CC2)C1=O
9. COc1ccc([C@H]2CC(=O)C=C(c3cc(C)ccc3F)C2)cc1
10. O=S(=O)(c1ccccc1)c1nc(Nc2cccc(O)c2)sc1Cl
11. Cc1cc(C)c(OCCN(C)C)c(Cl)c1
12. O=C(NCc1ccco1)Nc1ccc(OC(F)(F)F)cc1
Screen / compound no.	7	8	9	10	11	12
ABHD4 inh	-3	5	1	-29	6	-1
SIAE inh	3	9	4	2	6	-7
TDP2 absorb	2	8	0	-2	8	7
rCAG binder	4	-1	0	9	0	-2
PRMT1 inh	1	4	-1	2	1	0
TCR CD3 inh	3	-4	-2	-6	11	-2
NR1D1 modulator	-6	2	-4	13	6	4
HTRA1 inhibitor	-13	2	-21	-33	7	1
PG9 binder	-1.5	0.1	-1.0	3.0	-0.2	0.9
LEDGF integ inh	-4	-2	-2	-1	4	-4

13. COc1cccc(C2=CC(=O)CC(C)(C)C2)c1
14. COc1ccccc1-n1nc(C)c(-c2ccccc2)c1N
15. O=C(C1CC(=O)N(c2ccc3c(c2)OCCO3)C1)N1CCN(Cc2ccccc2F)CC1 (stereo unspecified)
16. O=C(/C=C/c1ccc([N+](=O)[O-])cc1)NCc1ccc2c(c1)OCO2
17. COc1ccc(CCN2CC34C=CC(O3)C(C(=O)NCc3ccccc3Cl)C4C2=O)cc1OC (stereo unspecified)
18. O=C1c2ccccc2-c2ccc(P(=O)(O)O)cc21
Screen / compound no.	13	14	15	16	17	18
ABHD4 inh	-4	-9	-7	-1	-1	2
SIAE inh	4	1	-5	-1	2	1
TDP2 absorb	-8	-14	6	-1	-3	0
rCAG binder	-3	-2	0	-1	-9	/
PRMT1 inh	1	-11	-4	3	-2	-1
TCR CD3 inh	4	-7	-4	-5	6	/
NR1D1 modulator	-1	-2	-3	-1	-2	-2
HTRA1 inhibitor	1	0	-1	-4	-4	/
PG9 binder	0.9	0.8	-1.1	0.6	-0.3	/
LEDGF integ inh	-2	6	2	-2	1	-2

19. COc1ccc(C2C(C#N)=C(N)Oc3cccc(O)c32)cc1 (stereo unspecified)
20. Cc1ccccc1CSCCNC(=O)CCSc1ccccc1
21. Nc1[nH]c(C(=O)c2ccccc2)c(-c2ccccc2)c1C(=O)NCCc1c[nH]c2ccccc12
22. COc1ccccc1/C=C/C=N/NC(=O)Cc1cccs1
23. CC1(C(=O)NCc2cccs2)Cc2c(-c3ccc4c(c3)OCO4)ccnc2O1 (stereo unspecified)
24. Cc1cc(=O)[nH]c2nnc(-c3ccc(Br)cc3)n12
Screen / compound no.	19	20	21	22	23	24
ABHD4 inh	1	-7	25	-1	1	1
SIAE inh	0	6	6	-7	6	2
TDP2 absorb	10	2	0	1	8	4
rCAG binder	2	-8	11	1	1	1
PRMT1 inh	2	0	1	3	-2	-1
TCR CD3 inh	-3	-1	-1	-4	3	4
NR1D1 modulator	-2	2	0	2	0	-8
HTRA1 inhibitor	0	-19	/	-18	/	1
PG9 binder	-1.3	-1.9	-0.8	-1.6	2.5	-1.9
LEDGF integ inh	-4	-3	-1	5	-1	0

25. CCOC(=O)N1CCC(NC(=O)CCS(=O)(=O)c2ccc3c(c2)CCN3C(=O)CC)CC1
26. COc1ccccc1C(CNC(=O)c1cccc(S(=O)(=O)Nc2ccc(F)cc2)c1)N1CCCC1 (stereo unspecified)
27. S=C(Nc1ccc(Cl)cc1)N1CCN(Cc2ccccc2)CC1
28. O=C(CN1CC(=O)Nc2ccccc21)NCCc1ccc(Cl)cc1Cl
29. Cc1csc(NC(=O)c2c(-c3c(Cl)cccc3Cl)noc2C)n1
30. CCN(CC)C(=O)C(Sc1nnnn1-c1ccc(O)cc1)c1ccccc1 (stereo unspecified)
Screen / compound no.	25	26	27	28	29	30
ABHD4 inh	3	-2	-2	-8	7	-3
SIAE inh	-3	-8	18*	-6	4	-6
TDP2 absorb	7	-4	0	-19	-9	14
rCAG binder	-4	0	-4	2	8	1
PRMT1 inh	-1	-2	1	-3	2	-3
TCR CD3 inh	8	-6	-6	6	1	2
NR1D1 modulator	1	-1	-3	-2	-1	0
HTRA1 inhibitor	-1	-22	-9	6	-11	-2
PG9 binder	0.4	-1.4	-0.5	-2.9	1.9	-1.1
LEDGF integ inh	-1	-1	3	3	2	2

31. CCCCNS(=O)(=O)c1ccc2nc(-c3cccnc3)cc(C(=O)NCC(OC)OC)c2c1
32. Cc1ccc(S(=O)(=O)NC(=O)c2cccn2C)cc1
33. CCOC(=O)[C@]12CCCC3=C1N(CCC3)C(=O)[C@@H](CC(=O)NCc1ccc(C)o1)C2
34. Cc1ccc(C(=O)N2CCCC(C(F)(F)F)C2)cc1S(=O)(=O)N1CCCCC1 (stereo unspecified)
35. CCOC(=O)C1CCCN(C(=O)c2cc(S(=O)(=O)N3CCCCC3)ccc2C)C1 (stereo unspecified)
36. Oc1ccc(/C=N/n2c(-c3ccccc3)n[nH]c2=S)cc1
Screen / compound no.	31	32	33	34	35	36
ABHD4 inh	10	-5	5	-4	-3	-1
SIAE inh	-2	-3	4	2	-2	11
TDP2 absorb	-5	-3	3	-7	-1	12
rCAG binder	-1	2	-1	-7	-7	2
PRMT1 inh	0	1	1	-3	4	6
TCR CD3 inh	6	-7	/	2	-6	7
NR1D1 modulator	0	0	3	-5	2	2
HTRA1 inhibitor	6	-1	/	4	3	1
PG9 binder	7.2	2.8	/	-2.0	0.4	-3.4
LEDGF integ inh	-1	4	2	3	1	-1

Look-ups from the entries so far.
Under SIAE inh, CCCCNS(=O)(=O)c1ccc2nc(-c3cccnc3)cc(C(=O)NCC(OC)OC)c2c1 has the entry -2
Under LEDGF integ inh, CCOC(=O)C1CCCN(C(=O)c2cc(S(=O)(=O)N3CCCCC3)ccc2C)C1 (stereo unspecified) has the entry 1

(next part)
37. O=C(Cn1ccc([N+](=O)[O-])n1)Nc1nc2ccccc2s1
38. CCN(CC)S(=O)(=O)c1ccc(OC)c(NC(=S)Nc2ccc(C)c(C)c2)c1
39. Cc1ccc(N2CCN(CC(O)COc3ccccc3)CC2)cc1 (stereo unspecified)
40. NC(Cc1ccc2nsnc2c1)C(=O)O (stereo unspecified)
41. Cc1cc2cc(CCNC(=O)CCCc3ccccc3)c(=O)[nH]c2cc1C
42. CCn1c(O)c(N=NC(=O)C(O)c2ccccc2)c2ccccc21 (stereo unspecified)
Screen / compound no.	37	38	39	40	41	42
ABHD4 inh	16	-5	3	2	-1	2
SIAE inh	0	3	12	-4	-4	1
TDP2 absorb	6	5	10	2	-8	-13
rCAG binder	8	4	-9	-2	-3	-3
PRMT1 inh	0	4	16	2	-7	-19
TCR CD3 inh	-5	-9	0	-1	4	6
NR1D1 modulator	4	-1	1	1	-3	-2
HTRA1 inhibitor	2	-15	0	9	-7	4
PG9 binder	0.6	-0.2	-1.5	0.4	1.0	1.0
LEDGF integ inh	-2	-2	2	-7	1	4

The list goes on, starting with the last two of the part before.
41. Cc1cc2cc(CCNC(=O)CCCc3ccccc3)c(=O)[nH]c2cc1C
42. CCn1c(O)c(N=NC(=O)C(O)c2ccccc2)c2ccccc21 (stereo unspecified)
43. COCC(=O)Nc1nc2ccc(C)cc2s1
44. CCc1nc2ccccc2n1CC(=O)N(C(C)CC)C1CCS(=O)(=O)C1 (stereo unspecified)
45. Cc1nc2ccccc2c(=O)n1CCc1ccccc1
46. O=C(COc1ncnc2sccc12)Nc1ccc(F)cc1F
47. Fc1ccc(N2CCN(c3ncnc4nc[nH]c34)CC2)cc1
48. CC1=NN(c2ccc(Cl)c(C(=O)O)c2)C(=O)/C1=C/c1ccc(-c2ccccc2[N+](=O)[O-])o1
Screen / compound no.	41	42	43	44	45	46	47	48
ABHD4 inh	-1	2	0	1	6	-3	0	15
SIAE inh	-4	1	-1	0	12	0	-1	12
TDP2 absorb	-8	-13	4	5	-1	2	-11	36*
rCAG binder	-3	-3	1	-3	-4	7	2	34
PRMT1 inh	-7	-19	-5	1	-1	-2	-1	9
TCR CD3 inh	4	6	6	0	3	3	-4	3
NR1D1 modulator	-3	-2	0	8	3	2	6	-4
HTRA1 inhibitor	-7	4	1	4	8	-13	6	7
PG9 binder	1.0	1.0	-3.0	-0.8	-2.2	-1.1	-0.6	-0.6
LEDGF integ inh	1	4	-1	0	-1	-3	7	-1

49. CC(CCc1ccccc1)NS(=O)(=O)c1ccccc1F (stereo unspecified)
50. C=CCN1C(=O)[C@@H](CC(=O)N2CCN(C(=O)C3CC3)CC2)[C@]2(C(=O)OC)CCCCC=C12
51. Cc1sc(NC(=O)c2ccc(OCC(C)C)cc2)c(C(N)=O)c1-c1ccc(Cl)cc1Cl
52. O=C(COC(=O)c1ccncc1)Nc1cc(Cl)ccc1Cl
Screen / compound no.	49	50	51	52
ABHD4 inh	-1	5	1	-9
SIAE inh	-3	3	-4	-1
TDP2 absorb	8	9	-7	14
rCAG binder	-1	7	5	-3
PRMT1 inh	1	0	2	-1
TCR CD3 inh	-5	/	2	-2
NR1D1 modulator	4	1	4	-2
HTRA1 inhibitor	-12	/	1	-5
PG9 binder	-0.6	/	0.2	-1.1
LEDGF integ inh	1	-1	-2	3

Screening data (PubChem)

Only part of the results is shown, so the mix of outcomes need not match the whole.
